High-throughput results from PubChem BioAssay.
HADH2 inh – qHTS Assay for Inhibitors of HADH2 (Hydroxyacyl-Coenzyme A Dehydrogenase, Type II) | Potency, µM (series often up to 57.1 µM), for inactives: at the highest dose activity change, negative = inhibition, hits mostly inhibitors | AID 886, 2007 | 3.4% of 73,000 active | recombinant HADH2, NADH fluorescence, beta-hydroxybutyryl-CoA; note: potency is the fitted concentration of half-maximal effect; % is set by controls: 0 for no effect and ±100 for the full control effect; nearly all actives have a fitted effect of over 60% in size; many of its hits are not listed in these tables
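His-tagged recombinant enzyme from E. coli, 20 nM, preincubated 15 min RT with compound; reaction started with 1 mM NAD+ and 90 uM beta-hydroxybutyryl-CoA in 100 mM Tris-HCl pH 9.0. NADH fluorescence (ex 360/em 450) read over 4 min; last-minus-first difference.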
CRE Fsk mod – Cell signaling CRE-BLA (Fsk stim) | 2.5% of 71,000 active | CHO CRE-bla reporter (cAMP response element driving beta-lactamase), forskolin EC10, beta-lactamase ratio | Potency, µM (doses to about 38.2 µM), for inactives: top-dose activity change, negative = inhibition, hits mostly activators; active = well fitted activation curve with a large enough effect in the signal ratio, with a control signal flat, not every such curve was filed as active; inconclusive = small, poorly fitted or top-dose-only effect, or effect the other way, or a change in a side signal; the % refers to the signal ratio; note: potency is the fitted concentration of half-maximal effect; % of control where 0% means no effect
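Beta-lactamase reporter under a cAMP responsive element in CHO cells; compounds tested in titration series against EC10 NKH 477, 3 h at 37 °C. Read-out: CCF4 FRET ratio 460nm/530nm (excitation 405nm) giving %Activity, fitted to AC50.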
ALOX15 inhib – qHTS Assay for Inhibitors of 15-hLO (15-human lipoxygenase); Polyunsaturated fatty acid lipoxygenase ALOX15 (Homo sapiens), P16050; purified 15hLO-1, xylenol orange hydroperoxide absorbance; Potency, µM (doses to about 57.1 µM), without a hit: top-dose activity change, negative = inhibition, hits mostly inhibitors; 1.4% of 74,000 active; AID 887, 2007; note: potency is the fitted concentration of half-maximal effect; % is set by controls: 0 for no effect and ±100 for the full control effect; nearly all actives have a fitted effect of over 55% in size
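Inhibition is scored from a chromogenic endpoint. After 15 min enzyme-compound contact, arachidonic acid (50 uM final) reacts 6 min with 40 nM 15hLO-1 at room temperature, then Fe-XO reagent is added for 30 min and absorbance ratio recorded.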
USP2a inh – qHTS Assay for Inhibitors of Ubiquitin-specific Protease USP2a; USP2a enzymatic assay, qHTS inhibition; Potency, µM (highest dose often 38.3 µM), without a hit: top-dose activity change, negative = inhibition, actives largely listed as inhibitors; 0.1% of 60,000 active; AID 927, 2007;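 note: potency is the fitted concentration of half-maximal effect; nearly all actives have a fitted effect of over 60% in size; plate controls were DMSO for no effect and NEM full inhibition control for full effect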
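Coupled readout: USP2-cleaved Ub-PLA2 (20nM final) turns over NBD C6-HPC (20uM final), Ex 460nm/Em 535nm after 2.5 h, time-zero read flagging artifacts. Enzyme (20nM final, pH 8.0 Tris) given 30 min RT with compound first; NEM defines full inhibition.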
BRCT PPI green – qHTS Assay for Inhibitors of BRCT-Phosphoprotein Interaction (Green Fluorophore); BRCA1 BRCT-phosphopeptide binding, green fluorescence polarization; Potency, µM (series often up to 76.9 µM), for inactives: at the highest dose activity change, negative = inhibition, usual class: inhibitors; 0.05% of 75,000 active;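 note: potency is the fitted concentration of half-maximal effect; plate controls were peptide without protein for full effect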
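Fluorescence polarization: His-tagged BRCT (~35 kDa BRCA1 C-terminus, 250 nM) bound to 100 nM fluorescein-labeled phosphorylated 10-aa BACH1 peptide, pH 7.3 phosphate buffer with DTT and Tween 20. Compounds incubated 12 min at room temperature; inhibition read as lowered polarization.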
Pol III holo inh – qHTS Assay for Inhibitors of DNA Polymerase III Holoenzyme System. reconstituted DNA polymerase III holoenzyme replication, biochemical. Potency, µM (highest dose often 57.1 µM), without a hit: top-dose activity change, negative = inhibition. 0.25% of 71,000 active. AID 603, 2007; note: potency is the fitted concentration of half-maximal effect; % is set by controls: 0 for no effect and ±100 for the full control effect
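Reconstituted *E. coli* holoenzyme (0.35 nM Pol III, 1 nM beta, 154 nM SSB, 2 nM primase) was preincubated with compound for 15 min at RT. Synthesis on 1.4 nM ssM13Gori ran 35 min, then was stopped with PicoGreen/EDTA and read as dsDNA fluorescence.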
HBB splicing – qHTS Assay for Modulators of Hemoglobin Beta Chain Splicing; HBB splicing reporter cell assay, activation; EGFP reporter with mutant IVS2-654 intron; response scale: normalised to 500 nM splice-correcting PNA; 0.06% of 65,000 active; Potency, µM (doses to about 46.1 µM), for the others: at the highest dose activation, actives largely listed as activators; AID 925, 2007; note: potency is the fitted concentration of half-maximal effect; 0% is about no effect
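Compounds were applied for 2 days to HeLa EGFP-654 cells, 500/well in Optimem with 2% FCS. The reporter's EGFP is disrupted by mis-splicing of beta-globin intron IVS2-654. Readout: summed well GFP fluorescence from 488 nm laser scanning; reference was 500 nM antisense […] 654 PNA.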
BRCT inh red – qHTS Assay for Inhibitors of BRCT-Phosphoprotein Interaction (Red Fluorophore); Breast cancer type 1 susceptibility protein (Homo sapiens), P38398; BRCT-phosphopeptide binding, red fluorescence polarization; Potency, µM (top dose mostly 76.9 µM), for inactives: at the highest dose activity change, negative = inhibition, most hits filed as inhibitors; AID 892, 2007; 0.03% of 75,000 active; note: % is set by controls: 0 for no effect and ±100 for the full control effect
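Rhodamine-labelled pBACH1 10-mer (100 nM) bound to BRCT domain (100 nM) at pH 7.3; compounds incubated 12 min room temperature, polarization read. Free peptide defines full inhibition; unlabelled decapeptide titrated as control.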
Epigenetic mod – qHTS Assay for Epigenetic Modulators; mouse C127i GFP locus derepression, cytometry, 30 h; Potency, µM (series often up to 46.1 µM), for the others: top-dose GFP derepression (activation); 0.09% of 68,000 active; AID 597, 2007; note: % of control where 0% means no effect
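Read-out is the number of GFP-positive cells, scored as fluorescent objects 20 to 120 um wide, reflecting derepression of a silenced CMV-GFP reporter in murine C127i cells after 30 h compound exposure at 37 C.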
Ub-GFP proteasome – Ubiquitin-GFP Assay. Ubiquitin-GFP reporter cells, proteasome inhibition, GFP fluorescence; response scale: untreated = 0%, 10 µM MG-132 = 100%. Potency, µM (doses to about 45.9 µM), for the others: at the highest dose activation (GFP accumulation), usual class: activators. 67,000 tested, under 10 active; active = well fitted activation curve with a large enough effect, not every such curve was filed as active; inconclusive = small, poorly fitted or top-dose-only effect, or another doubt; inactive = no such curve, though single readings can be large or run the other way; note: potency is the fitted concentration of half-maximal effect
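Proteasome blockade was scored as a rise in GFP-expressing U2OS cells carrying a ubiquitin(G76V)-GFP construct, imaged after 4 hr compound treatment at 37 °C across a 46 uM–2.9 nM series.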
Hsp90 Hop PPI – qHTS Assay for Disrupters of an Hsp90 Co-Chaperone Interaction | 0.44% of 71,000 active | AlphaScreen TPR2A-His6 binding biotin-Hsp90 C-terminal peptide | Potency, µM (top dose mostly 57 µM), for the others: at the highest dose activity change, negative = inhibition; active = well fitted curve in either direction with a large enough effect; inconclusive = small, poorly fitted or top-dose-only effect, or another doubt; note: potency is the fitted concentration of half-maximal effect; % is set by controls: 0 for no effect and ±100 for the full control effect; many of its hits are not listed in these tables
* = called active by the depositor; ? = inconclusive; . = not tested or not shown; [ ] = another dose, or the depositor's remark. Unless noted, calls come from the whole dose curve; as a rule, active = well fitted curve in the direction sought with a large enough effect; inconclusive = small, poorly fitted or top-dose-only effect, or another doubt; inactive = no such curve, though single readings can be large; an effect the other way counts as inactive or inconclusive. Only part of the results is shown (hit frequency here may not be typical).

SMILES	HADH2 inh	CRE Fsk mod	ALOX15 inhib	USP2a inh	BRCT PPI green	Pol III holo inh	HBB splicing	BRCT inh red	Epigenetic mod	Ub-GFP proteasome	Hsp90 Hop PPI
Cc1nn(CC(=O)Nc2ccccc2)c(=O)c2ccccc12	8%	?	-3%	7%	1.8%	3%	1.9%	0.3%	1%	-5%	-2%
CCn1c(Oc2ccc(Oc3ncc(Cl)cc3Cl)cc2)nc2c1c(=O)n(C)c(=O)n2C	4%	1%	9%	1%	-1.1%	2%	-0.3%	0.1%	2%	12%	-3%
CCOCCc1nnc(NC(=O)CN2C(=O)c3ccccc3C2=O)s1	-16%	-8%	-7%	5%	1.0%	-1%	3.0%	-0.1%	0%	-4%	-6%
CCCn1c(SCC(=O)Nc2nonc2C)nnc1-c1ccoc1C	-2%	-14%	6%	2%	-1.9%	-6%	0.1%	0.1%	1%	-1%	-1%
Cc1ccc2c(c1)N(CC(=O)Nc1ccc3c(c1)OCCO3)C(=O)CO2	2%	-10%	-13%	.	-2.7%	-18%	-0.3%[57.5 µM]	1.3%	0%	2%	-2%
CN(C)c1ncc2nc(CCc3ccccc3)c(=O)n(-c3ccccc3)c2n1	-4%	5µM*	?	49%[activator]	35%[activator]	-4%	5.4%	3.2%	3%[9.22 µM]	4%	20µM*
COCc1cc(=O)[nH]c(/N=C(\N)Nc2ccc(Oc3ccccc3)cc2)n1	15%	6%	-3%	38%[activator]	0.3%	-2%	1.5%	0.3%	2%	15%	-6%
O=c1cc(N2CCc3ccccc3C2)[nH]c(=O)n1C1CCCCC1	2%	?	-2%	10%	-1.1%	-1%	-0.8%	-2.7%	1%	-10%	0%
Cc1ccc(-c2nnc(Nc3ccccc3)o2)cc1	11%	5%	-8%	2%	-0.8%	-6%	-1.8%	0.4%	-1%	0%	-1%
COC(=O)CCc1c(C)c(C#N)c2nc3ccccc3n2c1N1CCCC1	7%	?	10%	-2%	-0.2%	-5%	-0.5%	1.0%	7%	-7%	4%
CCCCC(=O)Nc1nnn(CCC)n1	6%	2%	5%	-1%	0.7%	-4%	-1.4%	-0.6%	0%	1%	-3%
CCCc1nnc(SCC(=O)Nc2ccc(OCC)cc2)n1N	6%	?	4%	1%	-1.4%	0%	5.4%[1.84 µM]	0.1%	-2%	4%	2%
COC(=O)CSc1nnc(CSc2nc(C)cc(C)n2)n1Cc1ccco1	-4%	?	6%	-4%	-0.3%	-6%	1.1%[57.5 µM]	-2.0%	4%	2%	-1%
COc1ccc(C(=O)N2CCC[C@@]3(CCN(c4ccccn4)C3)C2)cc1	13%	-1%	3%	17%	-3.0%	0%	-0.1%	0.8%	-5%[9.22 µM]	1%	6%
CC1CCN(C(=O)c2ccccc2NC(=O)c2cccc(S(=O)(=O)N3CCOCC3)c2)CC1	6%	9%	-4%	3%	-1.9%	2%	2.2%	-2.6%	1%	7%	2%

Shown as a hit in Hsp90 Hop PPI, of those listed so far:
SMILES,HADH2 inh,CRE Fsk mod,ALOX15 inhib,USP2a inh,BRCT PPI green,Pol III holo inh,BRCT inh red,Epigenetic mod,Ub-GFP proteasome,Hsp90 Hop PPI
CN(C)c1ncc2nc(CCc3ccccc3)c(=O)n(-c3ccccc3)c2n1,-4%,5µM*,?,49%[activator],35%[activator],-4%,3.2%,3%[9.22 µM],4%,20µM*

(list continues)
SMILES	HADH2 inh	CRE Fsk mod	ALOX15 inhib	USP2a inh	BRCT PPI green	Pol III holo inh	HBB splicing	BRCT inh red	Epigenetic mod	Ub-GFP proteasome	Hsp90 Hop PPI
CC(=O)c1cccc(N2C(=NC(=O)C(C)C)SC3CS(=O)(=O)CC32)c1 (configuration not stated)	12%	12%	-7%	-9%	-4.7%	-6%	-2.4%[57.5 µM]	-0.2%	0%	-1%	-7%
CCn1c(SCC(=O)Nc2ccc(N3CCOCC3)c(Cl)c2)nnc1-c1ccc(N)cc1	16%	9%	-6%	42%[activator]	-2.8%	2%	-1.4%	0.2%	2%	-4%	-6%
CN1CCN(c2nc(-c3ccccc3)c3cc(Cl)ccc3n2)CC1	15%	?	-10%	39%[activator]	-1.7%	-4%	1.1%	-1.4%	0%	13%	4%
COC(=O)COc1ccc(S(=O)(=O)Nc2ccc(C(N)=O)cc2)cc1Cl	-16%	-9%	6%	-7%	-0.2%	-8%	3.4%	-0.1%	0%	-6%	-6%
O=C(Nc1ccccc1)NC1(C(=O)NCCCN2CCOCC2)CCCCC1	3%	-10%	6%	4%	-0.5%	2%	-0.2%[57.5 µM]	-0.4%	0%	5%	2%
CCOC(=O)COc1ccc(S(=O)(=O)N2CCN(c3ccccc3F)CC2)cc1	-7%	-1%	-4%	-12%	-1.8%	-7%	-0.1%	-1.8%	0%	-12%	?
Cc1ccc2cc(CN(CC3CCCO3)S(=O)(=O)c3ccc4c(c3)OCCO4)c(=O)[nH]c2c1C (configuration not stated)	273%[activator]	0%	6%	14%	-1.2%	-3%	.	-0.2%	-2%	-6%	-2%
C=CCSc1nc2nc(C)cc(C)n2n1	-8%	6%	7%	-5%	-3.6%	2%	-0.1%	-0.3%	0%	-7%	-2%
CCn1c(SCC(=O)NC2CCCCC2)nc2c(c1=O)SC(C)C2 (configuration not stated)	2%	9%	-2%	15%	-1.6%	-4%	-1.0%	0.0%	-3%	-14%	-1%
CCCCCOC(=O)Cn1c(=O)oc2ccccc21	1%	1%	5%	.	-2.8%	3%	0.4%	0.4%	-2%	-3%	10%
COc1ccc(-c2cc(C(=O)N3CCN(C(c4ccccc4)c4ccccc4)CC3)no2)cc1OC	-29%	18%	-5%	27%	-1.9%	-3%	-7.1%	-0.3%	0%	-3%	-10%
O=S(=O)(c1cccc(S(=O)(=O)N2CCCC2)c1)c1cccc(S(=O)(=O)N2CCCC2)c1	-15%	5%	-2%	4%	-0.3%	-2%	-1.0%	-0.4%	-4%	24%	0%
COCCCNC(=O)C1CCN(S(=O)(=O)N(CC(C)C)CC(C)C)CC1	2%	?	5%	9%	-1.2%	11%	0.2%	-0.8%	-3%	-2%	5%
COC(=O)CC[C@@H](C(=O)O)N1C(=O)c2ccccc2C1=O	-2%	2%	1%	2%	0.2%	-6%	-0.3%	-0.7%	-1%	-5%	-4%
O=S(=O)(c1ccc(F)cc1)N(CCO)CC(O)Cn1c2ccccc2c2ccccc21 (configuration not stated)	-1%	-28%	-12%	31%[activator]	0.2%	-4%	4.4%	0.5%	0%	-2%	-4%
CCc1sc(NS(C)(=O)=O)nc1-c1ccccc1	?	13%	0%	-2%	-2.3%	1%	0.1%	0.1%	0%	-3%	1%
COc1cc(C)nc(N2CCC(C(N)=O)CC2)n1	4%	4%	3%	-2%	-0.5%	-1%	.	-1.2%	-3%	-5%	-4%

Molecules from the list above that have an NH in an aromatic ring (3):
SMILES	HADH2 inh	CRE Fsk mod	ALOX15 inhib	USP2a inh	BRCT PPI green	Pol III holo inh	HBB splicing	BRCT inh red	Epigenetic mod	Ub-GFP proteasome	Hsp90 Hop PPI
COCc1cc(=O)[nH]c(/N=C(\N)Nc2ccc(Oc3ccccc3)cc2)n1	15%	6%	-3%	38%[activator]	0.3%	-2%	1.5%	0.3%	2%	15%	-6%
O=c1cc(N2CCc3ccccc3C2)[nH]c(=O)n1C1CCCCC1	2%	?	-2%	10%	-1.1%	-1%	-0.8%	-2.7%	1%	-10%	0%
Cc1ccc2cc(CN(CC3CCCO3)S(=O)(=O)c3ccc4c(c3)OCCO4)c(=O)[nH]c2c1C (configuration not stated)	273%[activator]	0%	6%	14%	-1.2%	-3%	.	-0.2%	-2%	-6%	-2%
